14-3-3 PPI: modulators of human 14-3-3 gamma - Raf peptide interaction; FP, 14-3-3gamma / TMR-pS259-Raf peptide binding; inhibition, % at 40 µM; 160,000 tested, 0.19% active; AID 422; in the data active means inhibition above about 30%;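 further: 0% = protein plus tracer without compound and 100% = blank with tracer alone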
Target sequence (P61981 whole entry, looked up): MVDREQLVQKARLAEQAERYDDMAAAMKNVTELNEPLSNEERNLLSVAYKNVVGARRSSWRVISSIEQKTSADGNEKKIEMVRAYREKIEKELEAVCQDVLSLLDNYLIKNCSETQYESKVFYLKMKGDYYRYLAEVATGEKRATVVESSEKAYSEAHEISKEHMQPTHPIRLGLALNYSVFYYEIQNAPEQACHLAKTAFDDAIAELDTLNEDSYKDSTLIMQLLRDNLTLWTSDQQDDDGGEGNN
Active calls of the source: *; & = joins results of further samples. An excerpt, so the mix of outcomes need not match the whole.

14-3-3 PPI	smiles
-2	O=C1Nc2ccccc2C(O)(C(=O)NCc2ccco2)N1c1ccc(Cl)c(Cl)c1 (stereo not given)
2	CC(C)c1ccc(CNC(=O)C2CCCN2S(=O)(=O)c2ccccc2)cc1 (stereo not given)
-6	Cc1ccc(-c2csc(NC(=O)CSc3nc(-c4ccccc4)cc(=O)[nH]3)n2)cc1
-37	CCOCCCNC(=O)c1cnn2c(C(F)(F)F)cc(-c3ccco3)nc12
-7	CCOC(=O)c1ccc(NS(=O)(=O)c2ccc(NC(C)=O)cc2)cc1
6	COc1ccc2c(c1)CCCC21NC(=O)NC1=O (stereo not given)
-7	CCCc1c(C)c2ccccc2[nH]c1=O
-4	Cn1cc(C(=O)NCc2ccco2)c(=O)c2cc(S(=O)(=O)N3CCOCC3)ccc21

Reprinted at random: 5 records from the list.
14-3-3 PPI	smiles
-2	O=C1Nc2ccccc2C(O)(C(=O)NCc2ccco2)N1c1ccc(Cl)c(Cl)c1 (stereo not given)
2	CC(C)c1ccc(CNC(=O)C2CCCN2S(=O)(=O)c2ccccc2)cc1 (stereo not given)
-7	CCOC(=O)c1ccc(NS(=O)(=O)c2ccc(NC(C)=O)cc2)cc1
-7	CCCc1c(C)c2ccccc2[nH]c1=O
-4	Cn1cc(C(=O)NCc2ccco2)c(=O)c2cc(S(=O)(=O)N3CCOCC3)ccc21

Continued.
14-3-3 PPI	smiles
-4	COC(=O)CSc1nnc(-c2ccoc2C)n1-c1ccc(C)cc1
-38	COC(=O)c1cc(NC(=O)c2ccc(-c3ccc(Cl)cc3)o2)cc(C(=O)OC)c1
3	CCC(CO)NS(=O)(=O)c1cc(-c2nn(C)c(=O)c3ccccc23)ccc1C (stereo not given)
7	COc1ccc(C(CC(=O)O)NC(=O)c2ccc(F)cc2)cc1OC (stereo not given)
-4	O=C(c1ccco1)N1CCC(c2nc(-c3ccc(F)cc3)no2)CC1
-1	O=c1c2[nH]cnc2ncn1Cc1ccc([N+](=O)[O-])cc1
-5	CNC(=O)c1cc2cc(OC)ccc2oc1=N
5	CNC(=O)c1cc2cccc(OC)c2oc1=O
6	CN(C)CCSc1nc2ccccc2n1Cc1ccccc1
-14	CS(=O)(=O)Nc1cccc2nsnc12
-4	CCCS(=O)(=O)N1CCC(C(=O)NCCOC)CC1
-5	COc1ccc2cc3cc(C(=O)NCc4ccc5c(c4)OCO5)oc3nc2c1
0	CC(=O)NC(Cc1ccccc1)c1nc2ccccc2n1Cc1ccccc1C (stereo not given)
-10	CC(Sc1nc(NCc2ccccc2)nc(N2CCOCC2)n1)C(=O)Nc1ccccc1 (stereo not given)
-3	N#CC1=C(N)Oc2n[nH]c(-c3ccc(F)cc3)c2C1c1ccncc1 (stereo not given)
-1	O=C(NCCC1=CCCCC1)c1ccc(N2CC3CC(C2)c2cccc(=O)n2C3)c([N+](=O)[O-])c1 (stereo not given)
-2	CC1(C)C(C=C(Cl)Cl)C1C(=O)N1CCN(c2ccccc2)CC1 (stereo not given)
0	C=C(C)c1cccc(C(C)(C)NC(=O)NCc2ccncc2)c1
2	CN1CCN(C(=O)c2cc3c(=O)oc4ccccc4c3s2)CC1
1	O=C(Cn1c(=O)oc2ccc(Cl)cc21)Nc1ccccc1[N+](=O)[O-]
-7	COc1cc2cc(C(c3nnnn3C(C)(C)C)N3CCc4ccccc43)c(=O)[nH]c2cc1OC (stereo not given)
6	CCCc1nnc(NC(=O)CCC(=O)N2CCN(CCOc3ccc(C)cc3)CC2)s1
-4	CCOc1ccccc1NC(=O)CN(Cc1ccccc1)S(C)(=O)=O
-3	CC1CC(C)CN(S(=O)(=O)c2ccc3c(c2)CCN3C(=O)C2CC2)C1 (stereo not given)
-12	O=C(CSc1nc2ccccc2[nH]1)c1ccc2c(c1)OCO2
7&7	O=C(O)CN1C(=O)CC(Cc2ccc(Cl)cc2)C1=O (stereo not given)
-8	CCOC(=O)CN1CC23C=CC(O2)C(C(=O)NCc2cccs2)C3C1=O (stereo not given)
-8	CCOc1cc(C2C3=C(CC(C)(C)CC3=O)Nc3ccc4ncccc4c32)ccc1O (stereo not given)
4	CC1(C)CC(OC(=O)c2ccco2)CC(C)(C)N1O
-3	COCCNC(=O)c1ccc(N2CC3CC(C2)c2cccc(=O)n2C3)c(NC(=O)c2ccc(Br)o2)c1 (stereo not given)
-6	O=C(c1ccccc1)N1CCN(CC#CC2(O)CCCCC2)CC1
-8	CCOC(=O)C(C)Oc1cc2c(C)cc(=O)oc2cc1Cl (stereo not given)
-2	FC(F)(F)c1cc(-c2ccccc2)n(-c2cc(N3CCCCC3)ncn2)n1
1	O=[N+]([O-])c1ccc(-c2nc(NCCCO)c3ccccc3n2)cc1
1	COc1ccccc1N1CCN(CC(=O)c2c(C)[nH]c3ccccc23)CC1
-14	CC1(C)CC(=O)C2=C(C1)Nc1ccccc1N=C2
-7	CC1(C)C(=O)OC(c2cccs2)C(C)(C)C1=O (stereo not given)
-2	CCOc1cc(C2C3=C(CCCC3=O)N(CC(=O)O)C3=C2C(=O)CCC3)cc(Br)c1OCc1ccccc1
-39	NC(=O)N1CCn2c3c(c4cc(C5CCCCC5)ccc42)CCCC31 (stereo not given)
1	COc1cc(C=Nc2ccc(C)c(F)c2)ccc1OC(C)=O
-10	CCn1c(=N)c(C(=O)NC)cc2c(=O)n3cccc(C)c3nc21
0	O=S(=O)(NCCCCCc1nc2ccccc2[nH]1)c1cccc2nsnc12
-2	Cc1c(C(=O)NC2CCCC2)oc2ccc(S(=O)(=O)N3CCOCC3)cc12
-3	COc1ccc(C2c3c(oc4ccc(C)cc4c3=O)C(=O)N2c2cc(C)ccn2)cc1OC (stereo not given)
4	CCN1CCN(CCNC(=O)CS(=O)(=O)Cc2nc(-c3ccc(C)cc3)oc2C)CC1
-2	COc1ccc(C2CC(c3c(O)cc(C)oc3=O)=NCCS2)c(OC)c1 (stereo not given)
-4	CCOC(=O)C1C(=O)NC(N2CCCCC2)=NC1C(C)C (stereo not given)
-1	O=C1c2ccccc2C(O)(Cc2ccccc2)N1C(c1ccccc1)c1ccccc1 (stereo not given)
0	O=C(c1nn2c(C(F)(F)F)cc(-c3ccc(Br)cc3)nc2c1Cl)N1CCN2CCCC2C1 (stereo not given)
-6	Cc1ccc(/C(O)=C2\C(=O)C(=O)N(CCCn3ccnc3)C2c2ccco2)cc1 (stereo not given)
-120	COc1ccc(NC(=O)c2c(NCc3sccc3C)sc3c2CCCCC3)c(OC)c1
-7	COc1cc(C(=O)N2CC(=O)Nc3ccc(Br)cc3C2c2ccccc2Cl)cc(OC)c1OC (stereo not given)
-4	Cc1[nH]c(=S)[nH]c(=O)c1CCC(C)C
5	O=C(NCc1cccs1)c1ccc(CNS(=O)(=O)c2ccc(F)cc2)cc1
-3&10	CN=C1SC(CC(=O)Nc2ccccc2F)C(=O)N1C (stereo not given)
-1	O=C(c1ccc(F)cc1)N1CCN(S(=O)(=O)c2ccc(Cl)cc2)CC1

(further entries)
14-3-3 PPI	smiles
5	COc1ccc(C2C3=C(CCCC3=O)Nc3nc(SC)nn32)c(OC)c1OC (stereo not given)
-9	Cc1ccc(Cl)cc1N1CCN(C(=O)C2CCN(S(=O)(=O)c3ccc(Br)s3)CC2)CC1
-45	COc1cc(C(=O)Nc2ccc3oc(-c4cccc5ccccc45)nc3c2)cc(OC)c1OC
-8	COCCn1c(C)cc(C(=O)CSc2nc3ccccc3o2)c1C
-1	O=C(CSc1ccc2nnc(-c3ccccn3)n2n1)Nc1ccc2c(c1)OCCO2
-19	Cc1nc2sc3c(c2c2nnc(SCC(=O)c4ccc(Cl)cc4)n12)CCC3
-21	COC(=O)c1ccc(C2Oc3c(OC)cccc3C3CC(c4ccco4)=NN32)cc1 (stereo not given)
-3	CCn1cc(C(=O)N2CCCCC2C)c2cc(OC)c(OC)cc2c1=O (stereo not given)
-5	COC(=O)Cc1cc(=O)[nH]c(/N=C(/NC(=O)c2ccccc2)Nc2ccccc2C)n1
-110	CSc1ccccc1NC(=O)c1cc(-c2ccco2)on1
-12	COc1ccccc1CNS(=O)(=O)c1ccc2nc(-c3ccccc3)[nH]c2c1
-1	CC(C)Cn1c(CO)nc2ccccc21
-4	CCCC1=NN(C(=O)Cc2ccc([N+](=O)[O-])cc2)C(O)(C(F)(F)F)C1 (stereo not given)
-4&4	Cc1cc(C)n(Cc2cc(C)c(Cn3nc(C)cc3C)cc2C)n1
-4	COc1ccc(/C(O)=C2\C(=O)C(=O)N(CCN(C)C)C2c2cc(OC)c(OC)c(OC)c2)c(C)c1 (stereo not given)
-6	CCN(CC)S(=O)(=O)c1ccc(C(=O)Nc2c3c(nn2-c2ccc(C)cc2C)CSC3)cc1
-128	Fc1cccc(-n2c(-c3ccco3)nc3nc4ccccc4nc32)c1
-5	O=C1CCCN1CCCn1c(=O)[nH]c2ccccc2c1=O
-4	CCC(=O)Nc1ccc(S(=O)(=O)Nc2cccc(C)c2)cc1OC
-3	O=C(Nc1ccccc1)N1CCN(Cc2ccc3c(c2)OCO3)CC1
3&-6	COc1cc2c(cc1OC)C(COc1ccc(F)cc1)N(C(=O)c1ccco1)CC2 (stereo not given)
2	COc1ccc(OC)c(-n2c(=S)[nH]c3c(sc(=S)n3-c3ccccc3)c2=O)c1
2	COC(=O)c1ccc(N2C(=O)C3C4c5ccccc5C(C)(c5ccccc54)C3C2=O)cc1 (stereo not given)
4	CCC(=O)N1CCCc2cc(S(=O)(=O)CCC(=O)O)ccc21
-3	CCOC(=O)CSc1nnc(CNC(=O)c2ccc(OC)cc2)n1C1CCCCC1
3	COc1ccc(NC(=O)Cn2c(=O)sc3ccccc32)cc1
2	Cc1ccc(C(C)C)c(OCC(=O)Nc2ccccc2N2CCOCC2)c1
-2	O=C(O)C1CCCCC1C(=O)NCc1ccncc1 (stereo not given)
16	CCCCN(CCCC)c1nc2c(c(=O)[nH]c(=O)n2C)n1C
-7	CCc1ccccc1NC(=O)Cn1nnc(-c2cccs2)n1
8	CCC(C)OC(=O)C1=C(C)NC2=C(C(=O)CC(C)(C)C2)C1c1ccccc1Br (stereo not given)
-7	N#Cc1c(NC(NC(=O)c2ccco2)C(=O)c2ccccc2)sc2c1CCCC2 (stereo not given)
-13	CC(=O)Nc1ccc(NS(=O)(=O)c2ccccc2)c2ccccc12
15	CCCn1c(=O)c2c(c3ccccc31)OCC(=O)N2
-11	COc1ccc(N2CCN(C(=O)CCNS(=O)(=O)c3ccc4c(c3)CCC(=O)N4)CC2)cc1
-6	C=CCn1c(SCC(=O)Nc2ccc(C)cc2C)nnc1-c1cccnc1
-3	CCn1c(C(=O)N2CCCC(C(=O)NCCc3ccc(C)cc3)C2)cc2sccc21 (stereo not given)
0	COc1ccc(-n2c(=O)c3ccccc3n(CC(=O)N3CCCC3)c2=O)cc1
-2	Cc1cc(=O)[nH]c(/N=C(\N)N2CCc3ccccc32)n1
-1	COc1ccc(-n2c(SC)nc3c([nH]c4ccccc43)c2=O)cc1

21 successive records out of the list so far:
14-3-3 PPI	smiles
-128	Fc1cccc(-n2c(-c3ccco3)nc3nc4ccccc4nc32)c1
-5	O=C1CCCN1CCCn1c(=O)[nH]c2ccccc2c1=O
-4	CCC(=O)Nc1ccc(S(=O)(=O)Nc2cccc(C)c2)cc1OC
-3	O=C(Nc1ccccc1)N1CCN(Cc2ccc3c(c2)OCO3)CC1
3&-6	COc1cc2c(cc1OC)C(COc1ccc(F)cc1)N(C(=O)c1ccco1)CC2 (stereo not given)
2	COc1ccc(OC)c(-n2c(=S)[nH]c3c(sc(=S)n3-c3ccccc3)c2=O)c1
2	COC(=O)c1ccc(N2C(=O)C3C4c5ccccc5C(C)(c5ccccc54)C3C2=O)cc1 (stereo not given)
4	CCC(=O)N1CCCc2cc(S(=O)(=O)CCC(=O)O)ccc21
-3	CCOC(=O)CSc1nnc(CNC(=O)c2ccc(OC)cc2)n1C1CCCCC1
3	COc1ccc(NC(=O)Cn2c(=O)sc3ccccc32)cc1
2	Cc1ccc(C(C)C)c(OCC(=O)Nc2ccccc2N2CCOCC2)c1
-2	O=C(O)C1CCCCC1C(=O)NCc1ccncc1 (stereo not given)
16	CCCCN(CCCC)c1nc2c(c(=O)[nH]c(=O)n2C)n1C
-7	CCc1ccccc1NC(=O)Cn1nnc(-c2cccs2)n1
8	CCC(C)OC(=O)C1=C(C)NC2=C(C(=O)CC(C)(C)C2)C1c1ccccc1Br (stereo not given)
-7	N#Cc1c(NC(NC(=O)c2ccco2)C(=O)c2ccccc2)sc2c1CCCC2 (stereo not given)
-13	CC(=O)Nc1ccc(NS(=O)(=O)c2ccccc2)c2ccccc12
15	CCCn1c(=O)c2c(c3ccccc31)OCC(=O)N2
-11	COc1ccc(N2CCN(C(=O)CCNS(=O)(=O)c3ccc4c(c3)CCC(=O)N4)CC2)cc1
-6	C=CCn1c(SCC(=O)Nc2ccc(C)cc2C)nnc1-c1cccnc1
-3	CCn1c(C(=O)N2CCCC(C(=O)NCCc3ccc(C)cc3)C2)cc2sccc21 (stereo not given)

The results go on.
14-3-3 PPI	smiles
6	COc1ccc(C(C)N2CC34C=CC(O3)C(C(=O)O)C4C2=O)cc1 (stereo not given)
-15	COc1ccc(CCNc2nc(-c3sc(N)nc3C)cs2)cc1OC
-4	Cc1[nH]c(C(=O)N2CCCCC2)c(C)c1C(=O)NC1CCCCC1
-6	O=C(CCN1C(=O)c2ccccc2C1=O)NC1CCCC1
2	N#CCCN1CCN(C(=S)c2ccc(-c3cc(Cl)ccc3Cl)o2)CC1
-47	Cc1ccc(C)n1-c1ccc(Oc2ccc(Cl)cc2)cc1
0	CCN(CC)C1=C(C(=O)c2ccccc2)N(CC(=O)c2ccc(C)cc2C)S(=O)(=O)c2ccccc21
-2	O=C(CN(CCc1ccccc1)C(=O)CNS(=O)(=O)c1ccc(F)cc1)NCc1ccco1
-8	CCN(CC)C(=O)Sc1cccc2cccnc12
0	CC1CCN(CC(O)COC2CCC(C(C)(C)C)CC2)CC1 (stereo not given)
-8	O=C(NCC1CCCO1)c1ccc(NC(=O)C2CCCCC2C(=O)O)cc1 (stereo not given)
0	Cc1sc2nc(Cc3ccccc3)nc(N3CCCC3)c2c1C
6	O=C(O)C1CC=CCC1C(=O)Nc1ccc(S(=O)(=O)Nc2nccs2)cc1 (stereo not given)
-10	O=[N+]([O-])c1ccccc1S(=O)(=O)N1CCN(S(=O)(=O)c2ccccc2[N+](=O)[O-])CC1
0	CC1(C)CC(=NO)CC(C)(C)N1
-9	O=C1NC(=O)c2c1cccc2[N+](=O)[O-]
-4	O=C(Cn1cnc2c(cnn2-c2ccccc2)c1=O)N1CCN(c2ccc(F)cc2)CC1
